Compound activity: PubChem BioAssay, several laboratories
CHT PAM: allosteric activators of human choline transporter CHT | Q9GZV3 | CHT-expressing cells, membrane potential dye, choline EC20; active compounds read high; LV-AA mutant CHT in HEK293 cells | B-score at 10 µM | hit rate 0.49% among 310,000;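 active = initial fluorescence not abnormally high and integrated response B-score, plate-corrected, over 3 SD above library mean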
Target sequence (Q9GZV3 whole entry, looked up): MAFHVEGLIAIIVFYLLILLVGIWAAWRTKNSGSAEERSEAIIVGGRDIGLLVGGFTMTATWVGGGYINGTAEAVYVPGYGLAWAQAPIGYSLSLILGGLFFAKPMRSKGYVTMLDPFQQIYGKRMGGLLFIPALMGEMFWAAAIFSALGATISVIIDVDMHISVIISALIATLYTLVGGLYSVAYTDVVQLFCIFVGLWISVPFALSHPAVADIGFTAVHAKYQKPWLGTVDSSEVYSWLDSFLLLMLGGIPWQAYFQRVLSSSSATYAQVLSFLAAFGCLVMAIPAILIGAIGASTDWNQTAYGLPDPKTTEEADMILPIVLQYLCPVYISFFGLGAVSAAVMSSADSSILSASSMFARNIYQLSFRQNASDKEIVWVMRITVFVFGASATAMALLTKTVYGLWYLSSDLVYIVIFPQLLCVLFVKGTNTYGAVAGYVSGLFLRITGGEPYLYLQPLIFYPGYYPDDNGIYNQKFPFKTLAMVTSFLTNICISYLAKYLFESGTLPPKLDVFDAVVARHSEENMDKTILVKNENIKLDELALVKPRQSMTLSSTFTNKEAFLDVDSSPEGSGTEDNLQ
OX1R antag: human HCRTR1 antagonism | CHO/OX1R cells, Fluo-8 calcium fluorescence, orexin A | inhibition, % at 5 µM | hit rate 0.43% among 330,000 | AID 434989;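 active = inhibition above its plate's threshold, mean inhibition of all tested compounds on the plate plus 3 SD, cut at about 37% in these data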;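 note: 0% = orexin A challenge wells and 100% = SB-334867-A antagonist wells; not every result past the cut was called active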
Target sequence (O43613 whole entry, looked up): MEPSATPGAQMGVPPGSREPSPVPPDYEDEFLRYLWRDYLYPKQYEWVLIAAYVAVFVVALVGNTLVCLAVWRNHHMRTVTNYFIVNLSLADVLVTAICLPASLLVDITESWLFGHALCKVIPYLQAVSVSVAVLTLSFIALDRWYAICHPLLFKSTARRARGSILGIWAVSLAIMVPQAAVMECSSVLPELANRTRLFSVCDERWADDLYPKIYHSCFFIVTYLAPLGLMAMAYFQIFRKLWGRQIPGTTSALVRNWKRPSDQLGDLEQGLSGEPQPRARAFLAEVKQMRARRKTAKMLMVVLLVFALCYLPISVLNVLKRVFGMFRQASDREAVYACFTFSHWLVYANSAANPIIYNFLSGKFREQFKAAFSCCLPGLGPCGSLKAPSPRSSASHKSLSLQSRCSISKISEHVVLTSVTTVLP
An asterisk follows results filed as active; i = inactive; x = no result given.

Start of the data: the first 4 entries as a preview:
SMILES | CHT PAM | OX1R antag
c1csc(-c2nnsc2-c2nc3ccccc3[nH]2)c1 | i | -17
COc1ccc(NS(=O)(=O)c2cc(OC)ccc2OC)cc1 | i | -20
O=C(Cn1c(=O)n(Cc2ccc3c(c2)OCO3)c(=O)c2ccccc21)N1CCCc2ccccc21 | i | -31
Cc1cccc(NC(=O)c2ccccc2C(=O)O)c1 | i | -10

The whole of this part, previewed entries included:
SMILES | CHT PAM | OX1R antag
c1csc(-c2nnsc2-c2nc3ccccc3[nH]2)c1 | i | -17
COc1ccc(NS(=O)(=O)c2cc(OC)ccc2OC)cc1 | i | -20
O=C(Cn1c(=O)n(Cc2ccc3c(c2)OCO3)c(=O)c2ccccc21)N1CCCc2ccccc21 | i | -31
Cc1cccc(NC(=O)c2ccccc2C(=O)O)c1 | i | -10
CSc1ccccc1NC(=O)c1cccnc1 | i | 1
Cc1cccc(-c2nc(CS(=O)CC(=O)N3CC(C)CC(C)C3)c(C)o2)c1 (configuration not stated) | i | -19
CN(C(=O)COC(=O)c1cccc(S(=O)(=O)N2CCOCC2)c1)C1CCS(=O)(=O)C1 (configuration not stated) | i | 3
CCn1c2ccccc2c2cc(NC(=O)COC(=O)c3ccccc3F)ccc21 | i | -8
O=[N+]([O-])c1cc(C(F)(F)F)c(Cl)cc1N1CCN(CCO)CC1 | i | -1
CN(C)c1ccc(CN(C(=O)c2cc3ccccc3oc2=O)C2CCS(=O)(=O)C2)cc1 (configuration not stated) | i | -5
COc1cccc(/C=C/C(=C2/C(=O)N(c3ccccc3)N=C2C)c2ccc(Br)cc2)c1OC | i | -2
CC1(C)CC(CC(=O)O)(c2ccc(Cl)cc2)CCO1 (configuration not stated) | i | 3
O=C(CCc1c[nH]c2ccccc12)NN1C(=O)NC2(CCCCC2)C1=O | x | 5
Cc1ccc(C(=O)Nc2nc3ccc(S(C)(=O)=O)cc3s2)cc1C | i | -15
COc1cc(CCCN2C(=S)NC[C@@H]2Cc2ccccc2)cc(OC)c1OC | i | -34
O=C(COC(=O)/C=C/c1ccc(F)cc1)NC1CCCCCC1 | x | 0
Cc1[nH]c(=S)[nH]c(=O)c1Cc1ccccc1 | i | -9
Cc1ccc(NC(=O)CN(C)C(=O)c2ccc(NC(=O)CC3SC(N4CCCC4)=NC3=O)cc2)cc1 (configuration not stated) | i | -8
COc1cc(C(=O)O)ccc1O | i | 4
O=C(NCCCO)Nc1ccc2nc(-c3ccco3)c(-c3ccco3)nc2c1 | i | -9
CC(=O)Cc1nsc(Nc2ccc(C)cc2)n1 | i | -7
CC(c1ccccc1)n1c(-c2ccc(C(C)(C)C)cc2)n[nH]c1=S (configuration not stated) | i | -40
Cc1ccc(N2C(=O)c3cccc(Oc4ccc(Cl)cc4)c3C2=O)c(C)c1 | i | -20
O=C1CCCC2=C1C1(CCCC1)N=C(Nc1nc3ccccc3s1)N2 | i | -27
Cc1cc(S(=O)(=O)NCc2ccccc2)ccc1OCC(=O)NCc1cccnc1 | i | -19
CCOC(=O)N1CCC(NC(=O)c2oc3c(F)cccc3c2C)CC1 | i | -24
Cc1ccc(S(=O)(=O)NCCC(c2ccccc2)c2ccco2)cc1 (configuration not stated) | i | -32
O=C(O)c1cc(N2C(=O)CCC2=O)ccc1NCc1cccnc1 | i | -14
CC1CC(C)(C)OC(C[N+]2(C)CCCCC2)O1 (configuration not stated) | i | 14
CC1(C)Cc2c(cnn2-c2ccc(F)cc2)C(NC(=O)C2=NNC(=O)CC2)C1 (configuration not stated) | i | -21
O=C1/C(=C/c2ccc(C(=O)O)cc2)CCC/C1=C\c1ccc(C(=O)O)cc1 | i | 2
Cc1ccc(OCCOC(=O)Nc2ccccc2)cc1 | i | -5
COC(=O)c1ccc(CSc2nc3c(c(=O)n2-c2ccc(Br)cc2)SCC3)o1 | i | -26
COCCCn1c(SCC(=O)NC(C)(C)C)nnc1-c1cccs1 | i | -13
Cc1ccccc1N1Cc2ccccc2C1 | i | -14
CSc1nc2ccccc2cc1/C=C(\C#N)c1ccccc1 | i | -23
CCOC(=O)c1[nH]cnc1C(=O)Nc1ccccc1OC | i | -10
CC(OC(=O)c1cccc(S(=O)(=O)N2CCN(C)CC2)c1)C(=O)Nc1ccc(C(N)=O)cc1 (configuration not stated) | x | -12
CC1CCc2c(sc3nc(C4CC4)nc(N4CCN(C(=O)c5ccco5)CC4)c23)C1 (configuration not stated) | i | -18
O=C(OCc1nc2ccccc2s1)c1ccc(Br)o1 | i | -14

3 structures already listed, sorted by number of heavy atoms, highest first:
SMILES | CHT PAM | OX1R antag
COC(=O)c1ccc(CSc2nc3c(c(=O)n2-c2ccc(Br)cc2)SCC3)o1 | i | -26
CSc1nc2ccccc2cc1/C=C(\C#N)c1ccccc1 | i | -23
CCOC(=O)c1[nH]cnc1C(=O)Nc1ccccc1OC | i | -10

Carrying on:
SMILES | CHT PAM | OX1R antag
COc1ccc(S(=O)(=O)NCC2CCC(C(=O)NCC(OC)OC)CC2)cc1 (configuration not stated) | i | -8
CCOC(=O)Cc1nc(-c2ccc(Cl)cc2)n[nH]1 | i | 0
CC(=O)Nc1ccc(Sc2ccccc2C(=O)O)cc1 | i | 6
CCOC(=O)C1(Cc2ccccc2)CCN(Cc2cn[nH]c2-c2ccccc2)CC1 | i | -23
Cc1ccc(CC(=O)NCCS(=O)c2ccc(C)cc2)cc1 (configuration not stated) | i | -28
CC(C)c1ccc(S(=O)(=O)N2CCC3(CC2)OCCO3)cc1 | i | -7
CCN(CC)c1ccc(/C=N/Nc2nn[nH]n2)cc1 | i | -17
Cc1cc(C)nc(SCC(=O)N/N=C/c2cccc([N+](=O)[O-])c2)n1 | i | -6
O=C(Cn1cnc2ccccc2c1=O)NCCC(=O)N1CCN(c2ccccc2)CC1 | i | -10
O=C(Nc1ccc(C(=O)O)cc1)Nc1cccc2ccccc12 | i | -8

Exported as labelled records: 4 of the compounds above
CC(=O)Nc1ccc(Sc2ccccc2C(=O)O)cc1
  CHT PAM: i
  OX1R antag: 6
O=C(Nc1ccc(C(=O)O)cc1)Nc1cccc2ccccc12
  CHT PAM: i
  OX1R antag: -8
Cc1ccc(CC(=O)NCCS(=O)c2ccc(C)cc2)cc1 (configuration not stated)
  CHT PAM: i
  OX1R antag: -28
CCN(CC)c1ccc(/C=N/Nc2nn[nH]n2)cc1
  CHT PAM: i
  OX1R antag: -17

(list continues)
SMILES | CHT PAM | OX1R antag
CC(=O)N(Cc1cccnc1)c1cccc(-c2nc3ccccc3s2)c1 | i | 2
O=C(COc1ccc(-c2nnco2)cc1)Nc1c(F)cccc1F | i | -2
COC(=O)c1cc(CSc2nc3ccccc3[nH]2)oc1C | i | 9
Cc1ccc(S(=O)(=O)N(CCCO)Cc2cc3c(C)ccc(C)c3[nH]c2=O)cc1 | i | -32
O=C1c2ccccc2-c2nnc(-c3ccccc3)cc21 | i | -14
CCSc1nnc(-c2ccc(Cl)cc2Cl)o1 | i | -5
COc1ccc(-n2c(=O)cc(N3CC(C)OC(C)C3)[nH]c2=O)cc1 (configuration not stated) | i | -8
Cc1c(C(=O)N2CCCC2)c(S(=O)(=O)Nc2ccccc2Cl)c(C)n1C | i | -6
Cc1ccc(/C=N/NC(=O)c2nnn(-c3nonc3N)c2CN(C)C2CCCCC2)cc1 | i | 10
Cc1ccc(OCC(=O)NNC(=S)NC(=O)C2CC2)c(C)c1 | i | x

Quoted from the listing:
For OX1R antag, CCSc1nnc(-c2ccc(Cl)cc2Cl)o1 has -5
For OX1R antag, CC(=O)N(Cc1cccnc1)c1cccc(-c2nc3ccccc3s2)c1 has 2
For OX1R antag, O=C1c2ccccc2-c2nnc(-c3ccccc3)cc21 has -14
For OX1R antag, Cc1ccc(/C=N/NC(=O)c2nnn(-c3nonc3N)c2CN(C)C2CCCCC2)cc1 has 10
For OX1R antag, Cc1ccc(S(=O)(=O)N(CCCO)Cc2cc3c(C)ccc(C)c3[nH]c2=O)cc1 has -32

Continued.
SMILES | CHT PAM | OX1R antag
O=C(CN1CCN(c2ccccc2)CC1)Nc1scc2c1c(=O)oc1ccccc12 | i | 5
CCCn1c(SCC(=O)Nc2ccccc2N2CCOCC2)nc2c1c(=O)n(C)c(=O)n2C | i | -7
O=C(CSc1n[nH]c(-c2cccs2)n1)N1CCN(S(=O)(=O)c2ccccc2)CC1 | i | -17
O=C(NCCC1=CCCCC1)c1cc(-c2ccncc2)nc2ccccc12 | i | -28
O=c1[nH]cnc2c1C(c1ccccc1[N+](=O)[O-])c1c(nc[nH]c1=O)O2 | i | -1
COc1ccc(CCNC(=O)c2cc(-c3cccs3)on2)cc1OC | i | 6
COC(=O)CC1C(=O)NCCN1C(=O)c1ccc(S(=O)(=O)N2CCOCC2)cc1 (configuration not stated) | i | -9
O=C(C1=NN(c2ccccc2)C(=O)CC1)N1CCc2ccccc2C1 | i | -6
O=C(c1ccccc1)N1CCC(=O)N(C(CO)Cc2ccccc2)CC1 (configuration not stated) | i | -4
O/C(=C\c1ccc2ccccc2n1)c1ccncc1 | i | -24
COCCn1c(SC(C)C(=O)Nc2ccc(Cl)cn2)nnc1-c1ccncc1 (configuration not stated) | i | -21
NC(=O)COC(=O)CCCSc1nc2ccccc2s1 | i | -5
CS(=O)(=O)c1ccc(Cl)c(NC(=O)COC(=O)c2cccc(S(=O)(=O)N3CCCCC3)c2)c1 | i | -5
Cc1ccc(-n2nc3c(=O)n(CC(=O)c4ccc(F)cc4)nc(C)c3c2C)cc1 | i | -35
FC(F)(F)c1cccc(NC(=S)NCCN2CCOCC2)c1 | i | -9
CCN1C(=O)/C(=C2\SC(=S)N(c3c(C)n(C)n(-c4ccccc4)c3=O)C2=O)c2ccccc21 | i | -21
CS(=O)(=O)N(CC(=O)N/N=C/c1cc2c(cc1Br)OCO2)c1ccccc1Br | i | 10
COc1cc(O)cc2occ(-c3ccc(O)cc3)c(=O)c12 | i | 7
O=C(COc1ccc(Cl)cc1)NCc1cn2cc(Cl)ccc2n1 | i | -23
Nc1ccccc1/C=N\N=C/c1ccccc1N | i | -11
CNc1nc(C)nc(-c2ccccc2O)n1 | i | -9
CN(CC(=O)Nc1ccccc1Cl)C(=O)CN1C(=O)C2CC=CCC2C1=O (configuration not stated) | x | 3
COc1ccccc1C1C(C(=O)c2cc3ccccc3o2)=C(O)C(=O)N1CCN1CCOCC1 (configuration not stated) | i | -5
COc1ccc(C(=NNc2ccccc2C(=O)O)c2ccc(OC)cc2)cc1 | i | -12
c1ccc(-c2onc(-c3ccco3)c2-c2ccc3[nH]ccc3c2)cc1 | i | -22
O=c1c2cc(N3CCOCC3)ccc2[nH]c(=S)n1CCCN1CCCC1 | i | -18
O=c1ccc(/C=C/c2ccccc2)nn1Cc1ccc(F)cc1 | i | -16
COc1ccc(NC(=O)C(Sc2nnc(-c3ccncc3)n2-c2ccccc2C)c2ccccc2)cc1Cl (configuration not stated) | i | -9
Cc1cccc(NC(=O)c2cccnc2)c1 | i | -14
COc1cccc(C2NC(=O)c3ccccc3O2)c1OCc1ccccc1F (configuration not stated) | i | 11
COc1ccc(NC(=O)c2cc3ccccc3o2)cc1 | i | -25
Cc1ccc(NC(=O)CN2C(=O)NC(Cc3ccccc3)C2=O)cc1 (configuration not stated) | i | -2
Cc1cccc(N2CCN(C(=S)c3ccc(-c4ccccc4[N+](=O)[O-])o3)CC2)c1 | i | -5
O=C(CSc1ncccn1)Nc1ccc(N2CCOCC2)cc1 | i | -1
CNC(=S)NNC(=O)c1cccn(Cc2cccc(Cl)c2)c1=O | i | 0
Fc1ccc(NC(=S)N2CCCC(c3ccccc3)=N2)cc1 | i | -19
CCOC(=O)c1cn(-c2nc(-c3ccc(Cl)c(Cl)c3)cs2)c2c(F)c(N3CCOCC3)c(F)cc2c1=O | i | -5
O=C(c1ccc2c(c1)CCN2S(=O)(=O)c1ccccc1)N1CCN(c2ccccc2)CC1 | i | -13
CCNC(=O)c1cc2ccccc2o1 | i | 1
CCOC(=O)CSc1nc(=O)n2ccc(C)cc2n1 | i | -1
C=CCNC(=O)C1COc2ccccc2O1 (configuration not stated) | i | 17
C/C(=N/NC(=O)CN1CCN(Cc2ccccc2)CC1)c1ccc([N+](=O)[O-])cc1 | i | -13
CCC(C)[C@H](NC(=O)OC(C)(C)C)c1nnc(SCc2c(C)[nH]c(=O)[nH]c2=O)o1 (some centres not stated) | i | -12
CCOC(=O)N1CCC(N2CCN(S(=O)(=O)c3ccc([N+](=O)[O-])cc3)CC2)CC1 | i | -9
Cc1n[nH]c(=S)n1/N=C/c1ccccc1 | i | 1
CCCOc1ccc(C(=O)N2CCCc3ccccc32)cc1 | i | -3
CO/N=C/c1ccc(Sc2ccccc2N)c([N+](=O)[O-])c1 | i | -7
C[C@@H](NC(=O)[C@@H]1Cc2ccccc2CN1C(=O)OC(C)(C)C)C(=O)NCC1CCCO1 (some centres not stated) | i | -10
CC(C)NC(=O)c1ccc(OC2CSC2)cc1 | i | 6
Cc1c(C#N)c2ccccc2n1CC(=O)NCC1CCCO1 (configuration not stated) | i | -7
Next section
SMILES | CHT PAM | OX1R antag
CCOc1cc(/C=C2\C(=O)N(Cc3ccc(C)cc3)C(C)=C2C(=O)OC)ccc1O | i | -16
CCc1noc(C)c1C(=O)Nc1ccc(F)c(F)c1F | i | -9
O=C1CCC(=O)N1c1nc2nc(-c3ccccc3)cc(=O)n2[nH]1 | i | -5
Cc1ccc(-n2nc3c(c2NC(=O)c2ccco2)CS(=O)C3)c(C)c1 (configuration not stated) | i | -1
COCCCNc1nc(SCc2ccccc2)nc2sc3c(c12)CCC3 | i | 0
O=C(CNC(=O)c1ccccc1Cl)N/N=C/c1ccc2c(c1)OCO2 | i | -14
O=C(O)c1ccccc1SCc1csc(-c2ccccc2)n1 | i | -8
COc1ccccc1NC(=O)CSc1nc(N)c(C#N)cc1C#N | i | -9
COc1ccc(-n2c(=O)c3ccccc3n(Cc3ccc(F)cc3)c2=O)cc1OC | i | -13
COc1ccc(CNS(=O)(=O)c2ccc3oc(C(=O)O)c(C)c3c2)cc1 | i | 1
CCN(CC(=O)NCc1cccs1)C(=O)CCc1c[nH]c2ccccc12 | i | -18
O=C(CSCC(=O)N1CCN(c2ccccc2)CC1)Nc1nc(-c2ccc(Cl)s2)cs1 | i | -5
CC(C)OC(=O)CSc1nnc2n1C(C)(C)Cc1ccccc1-2 | i | -13
